Bim-Mcl-1 = disrupts Bim peptide binding to human Mcl-1 | 190,000 compounds, 0.1% hits | inhibition, % at 10 µM | Q07820 | Bead-based flow cytometry, Bim peptide-Mcl-1 binding; in the data active = inhibition above about 40%;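 note: 0% = no compound tracer wells and 100% = peptide blocker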
Target sequence (Q07820 whole entry, looked up): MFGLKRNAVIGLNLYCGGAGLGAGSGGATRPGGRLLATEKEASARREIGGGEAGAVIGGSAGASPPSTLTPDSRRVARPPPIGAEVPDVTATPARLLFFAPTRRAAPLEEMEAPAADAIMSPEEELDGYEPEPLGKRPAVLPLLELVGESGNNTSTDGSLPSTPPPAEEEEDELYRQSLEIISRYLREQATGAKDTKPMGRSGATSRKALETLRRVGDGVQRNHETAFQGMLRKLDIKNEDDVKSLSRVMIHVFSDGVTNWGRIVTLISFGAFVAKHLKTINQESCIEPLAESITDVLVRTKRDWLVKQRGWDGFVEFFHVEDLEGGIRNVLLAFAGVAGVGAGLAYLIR
RGS8-Gao = human RGS8-Galphao interaction regulation; P09471; multiplexed bead flow cytometry, RGS8-Galphao binding; actives lie on both sides; response (percent of control binding), % at 10 µM; 220,000 compounds, 0.34% hits; AID 1423; in the data active = response below about 60% or above about 140%; inactive = in between;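 note: Galphao activated as the GDP aluminium fluoride complex binding bead-coupled RGS8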
Target sequence (P09471 whole entry, looked up): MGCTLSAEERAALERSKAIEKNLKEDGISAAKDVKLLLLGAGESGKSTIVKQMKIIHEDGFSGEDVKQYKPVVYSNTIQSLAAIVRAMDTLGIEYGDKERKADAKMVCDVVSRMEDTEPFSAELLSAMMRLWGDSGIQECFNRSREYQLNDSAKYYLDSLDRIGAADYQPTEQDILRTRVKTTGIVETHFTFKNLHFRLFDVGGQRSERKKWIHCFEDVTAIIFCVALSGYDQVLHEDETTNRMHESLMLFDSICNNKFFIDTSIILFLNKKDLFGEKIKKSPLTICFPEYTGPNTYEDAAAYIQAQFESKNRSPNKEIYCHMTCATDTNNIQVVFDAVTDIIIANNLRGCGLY
HRas wt GTP bind = modulators of GTP binding to human HRas wildtype. P01112. GST-Ras wt beads, Bodipy-FL-GTP binding, flow cytometry; actives lie on both sides. GTP binding activity, % at 10 µM. 190,000 compounds, 0.14% hits. AID 759;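 active = GTP binding activity at least 20% away from the 100% baseline, either lowered as inhibitor or raised as activator; inconclusive = flagged as likely green fluorescent, judged across all proteins in the well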;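 note: 0% = unlabeled GTP competition control and 100% = no-compound control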
Target sequence (P01112 whole entry, looked up): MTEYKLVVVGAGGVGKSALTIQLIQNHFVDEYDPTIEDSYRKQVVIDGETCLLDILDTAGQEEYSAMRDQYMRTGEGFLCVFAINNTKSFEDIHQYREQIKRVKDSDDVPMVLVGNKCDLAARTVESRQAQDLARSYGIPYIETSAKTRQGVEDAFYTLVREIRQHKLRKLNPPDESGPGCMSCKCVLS
Mcl1-Noxa inh = Mcl-1/Noxa interaction inhibition. AID 1022. 220,000 compounds, 1.5% hits. Q07820. TR-FRET Mcl-1/Noxa peptide binding, 2 h. inhibition, % at 21.7 µM;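 active = compounds that cut the protein-peptide binding signal by more than 50% relative to plate controls in a single-dose test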;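 note: His-tagged Mcl-1 with rhodamine Noxa BH3 peptide and terbium anti-His antibody; 0% = Mcl-1 plus Noxa peptide wells and 100% = peptide-only wells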
Rab7 wt modul = alters GTP binding to wildtype dog Rab7; GST-Rab7 beads, fluorescent GTP binding, flow cytometry; actives lie on both sides; untreated = 100%, excess cold GTP = 0%; GTP binding activity (percent of control), % at 10 µM; 190,000 compounds, 0.055% hits;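 active = fluorescent GTP binding to Rab7 beads changed by at least 20 points from the 100% baseline, either direction, mostly lower; inconclusive = compound itself probably fluorescent, or too few beads counted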;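 note: median green fluorescence of bound Bodipy-FL-GTP per Rab7 bead population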
Cdc42 wt GTP = human Cdc42 wildtype GTP binding change, either direction; 190,000 compounds, 0.2% hits; percent activity (GTP binding), % at 10 µM; AID 761; P60953; GST-Cdc42 beads, Bodipy-GTP binding, flow cytometry; actives lie on both sides;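 active = percent activity GTP binding at least 20 points away from the 100% baseline, either down as inhibitor or up as activator; inconclusive = compound flagged as likely green fluorescent from well-wide comparison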;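 note: median bead fluorescence of bound Bodipy-FL-GTP at 100 nM; 0% = excess unlabeled GTP control and 100% = no compound control; below 100% means less GTP binding so inhibitor and above means activator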
Target sequence (P60953 whole entry, looked up): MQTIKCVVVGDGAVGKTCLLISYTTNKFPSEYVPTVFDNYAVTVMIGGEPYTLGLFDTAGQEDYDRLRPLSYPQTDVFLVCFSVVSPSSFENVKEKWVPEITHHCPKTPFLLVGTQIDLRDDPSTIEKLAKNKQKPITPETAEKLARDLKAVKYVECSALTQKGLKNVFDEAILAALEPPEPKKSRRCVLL
Mcl1 Bid PPI = Mcl-1/Bid interaction inhibition | Q07820 | TR-FRET Mcl-1/Bid-Dy647 peptide binding, 1536-well | inhibition, % at 21.7 µM | 220,000 compounds, 0.97% hits;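 active = compounds that cut the binding signal by more than half at the single screening dose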;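 note: His-tagged Mcl-1 with europium anti-His antibody binding Bid BH3 peptide; 0% = Mcl-1 plus peptide wells and 100% = peptide-only wells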
Pf gamet viab = P. falciparum stage V gametocyte viability inhibition; P. falciparum stage V gametocytes, ATP luminescence, 24 h; inhibition, % at 10.9 µM; 150,000 compounds, 0.065% hits;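 active = inhibition above the mean plus 3 SD of compounds within the control limits, set per campaign, cut at about 38% in these data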;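 note: 0% = DMSO wells and 100% = medium only without gametocytes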
Rac1 wt GTP bind = human Rac1 wildtype GTP binding, inhibitors and activators; P63000; GST-Rac1 beads, fluorescent GTP binding, flow cytometry; actives lie on both sides; 0 = cold GTP competed, 100 = untreated; GTP binding activity (% of control), % at 10 µM; 190,000 compounds, 0.27% hits; AID 757;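 active = GTP binding activity at least 20 points away from the 100% control level, either lower or higher; inconclusive = compound flagged as likely green fluorescent, judged across all proteins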
Rab2 wt GTP = changes GTP binding to wildtype dog Rab2A, up or down; AID 760; GST-Rab2 wt beads, Bodipy-GTP binding, flow cytometry; P61105; GTP binding activity, % at 10 µM; 190,000 compounds, 0.19% hits;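 active = GTP binding activity at least 20 points away from 100%, either lowered or raised; inconclusive = signal likely due to the compound's own green fluorescence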;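 note: 0% = beads with excess unlabeled GTP and 100% = no-compound control corrected for plate trend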
Rac1 mut GTP = alters GTP binding to activated mutant human Rac1. 190,000 compounds, 0.11% hits. GST-Rac1 activated beads, fluorescent GTP binding, flow cytometry; actives lie on both sides; 100% means binding = to untreated wells. percent activity (GTP binding), % at 10 µM. P63000;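 active = GTP binding at least 20 percentage points away from the 100% baseline, in either direction, so actives lie on both sides; inconclusive = Compound likely fluorescent itself, or too few beads counted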
Numbers without * were called inactive; ? = inconclusive; · = no result given; [ ] = another dose, or the depositor's remark.

SMILES	Bim-Mcl-1	RGS8-Gao	HRas wt GTP bind	Mcl1-Noxa inh	Rab7 wt modul	Cdc42 wt GTP	Mcl1 Bid PPI	Pf gamet viab	Rac1 wt GTP bind	Rab2 wt GTP	Rac1 mut GTP
COc1cccc(C(=O)C2CCCN(Cc3cn[nH]c3C3CCCCC3)C2)c1 (stereo not given)	-2	100	98	-2	105	96	-45	1	97	98	97
CCOc1c(Cl)cc(CNc2ccc(N3CCCC3)cc2)cc1OC	9	93	99	88*	105	90	-19	4	101	100	94
Cc1ccc(NC(=S)N/N=C/c2ccc(Cl)c([N+](=O)[O-])c2)cc1	-4	99	96	-3	94	91	-51	·	100	96	95
C(=N\Nc1nc2ccccc2[nH]1)/c1ccccn1	0	104	99	24	104	100	-11	·	104	98	98
CC(C)C(=O)NC(=S)Nc1nnn(C)n1	0	101	101	5	102	103	-25	-8	103	99	99
COc1cccc(-c2cc(C(F)(F)F)n3nc(C(=O)N4CCCCC4c4cccnc4)cc3n2)c1 (stereo not given)	0	97	96	1	93	93	4	-9	94	98	96
O=C(Nc1ccc(Cl)cc1)[C@@H]1[C@@H]2C(=O)N(c3ccc(Cl)cc3)C(=O)[C@@H]2[C@H]2C=CC=NN21	-5	96	101	3	100	101	-4	28	105	100	100
CC1=Nc2nc(N3CCCCC3)c(C#N)c3c4c(nc(c23)N1)N(c1ccc(C(C)C)cc1)C(=O)C4	-4	101	95	40	99	93	-18	3	97	92	95
O=C(NCc1cccnc1)c1cccc2c1C(=O)N(Cc1cccnc1)C2	-3	101	98	20	100	98	-10	·	100	98	97
Cc1ccc(/C=C/C(=O)OCC(=O)Nc2ccccc2Sc2ccccc2)cc1	-6	102	99	-10	97	96	-38	-2	99	94	96
COc1cc(/C=N/NC(=O)CCN2CCN(c3ccccc3)CC2)cc(OC)c1OC	5	104	86	9	94	87	-41	-9	79*	80	90
Cc1ccc(NC(=S)Nc2ccc(Cl)c(Cl)c2)c(OC(F)F)c1	-4	91	98	30	101	98	-3	-5	99	97	98
O=c1[nH]c2ccccc2nc1Cc1ccccc1	-2	107	98	9	102	99	-3	·	99	100	98
CCN(CC)C(=O)CSc1nnc(C2CCCCC2)o1	-3	100	100	-8	98	102	-25	·	99	100	99
CCOc1ccc(C2CC(c3ccc(F)cc3)n3ncnc3N2)cc1 (stereo not given)	-2	104	99	18	98	100	1	·	104	99	98
CCOC(=O)/C=C1\SCC(=O)N1CC(=O)Nc1ccc(C(C)C)cc1	-2	142*[activator]	102	-2	101	102	0	-7	106	101	100
O=C(O)CCc1ccc(-c2cccs2)n1Cc1ccco1	-1	98	?	24	?	?	-36	·	?	?	?
Cc1c(Cl)cccc1NC(=O)c1cc(-c2ccccc2O)n[nH]1	-1	114	98	27	96	101	-22	·	99	97	97
CCOc1ccc(OCC)c(NC(=O)C(NS(=O)(=O)c2ccc3c(c2)oc(=O)n3C)C(C)C)c1 (stereo not given)	2	102	100	13	99	99	12	·	103	100	99
Cc1c(NC(=O)/C(C#N)=C/c2cccs2)c(=O)n(-c2ccccc2)n1C	-1	75	100	19	99	102	-32	0	102	101	99
CCOc1ccc(-n2ccnc2SCC(=O)Nc2nnc(C)s2)cc1	1	100	100	6	97	100	-6	-6	100	98	98
CNC(=S)Nc1ccc(-c2nc3ccc(C)cc3s2)cc1	0	105	93	23	99	95	-33	10	93	96	91
COc1ccc(-c2nc(-c3ccccc3OC)no2)cc1OC	-3	101	103	9	99	102	-44	2	101	102	99
CC(Sc1nc2cc([N+](=O)[O-])ccc2n1-c1cccc(C(F)(F)F)c1)C(=O)NC(N)=O (stereo not given)	2	96	100	-38	97	105	-29	0	105	100	101
CC(NC(=O)COC(=O)Cc1ccc(-c2ccccc2)cc1)c1ccccc1 (stereo not given)	-5	102	97	-5	101	98	-3	-11	104	100	99
CCN(CC)S(=O)(=O)c1ccc(NC2c3ccccc3C(=O)N2CCN2CCOCC2)cc1 (stereo not given)	-2	99	97	9	100	97	-17	·	100	99	96
COC(=O)C1=C(O)CSC1=Nc1ccc(C)cc1	-3	95	100	17	101	103	-2	12	101	98	97
O=C(COC(=O)COc1ccc(Cl)cc1)Nc1ccc(F)c([N+](=O)[O-])c1	-6	95	96	20	95	101	9	-31	102	97	96
O=C(CN(c1ccc(Cl)cc1)S(=O)(=O)c1ccccc1)N/N=C/c1ccco1	-1	94	104	-13	100	104	-15	·	101	105	100
O=C1N(Cc2ccccc2F)c2ccccc2C12OCCCO2	1	106	99	-2	100	98	-21	·	97	98	97
Cc1ccc(N2C(=O)CSC2c2ccccn2)cc1Cl (stereo not given)	-2	98	99	6	99	100	-14	·	100	99	98
Cc1cc(S(=O)(=O)N2CCCC2)ccc1OCC(=O)N1CCC(C(N)=O)CC1	0	99	98	9	102	99	-11	·	103	99	96
Cc1cccc(-c2noc(CCCOc3ccc(Cl)cc3Cl)n2)c1	-3	97	100	-11	97	98	-18	·	102	96	95
CC(=O)Oc1ccc(Cl)cc1/C=C/c1cc(OC(C)=O)c2ccccc2n1	-3	105	100	28	101	97	22	·	103	98	97
COC(=O)C1C2C=CC(C3CC23)C1C(=O)OCC(=O)c1ccccc1 (stereo not given)	-3	98	102	-3	102	98	-29	5	105	102	102
CC(C)Oc1ccc(/C=N/NC(=O)C2CCCN2S(=O)(=O)c2ccc(Cl)cc2)cc1 (stereo not given)	-6	123	97	8	99	95	-9	·	102	96	96
Nn1c(Cc2cccc3ccccc23)nnc1SCCOc1ccc(F)cc1	0	77	98	16	95	104	3	6	107	99	98
Cc1nnc(SCC(=O)NC(=O)NCCC(C)C)s1	-4	102	98	8	97	96	-13	-3	97	95	95
COc1ccc(S(=O)(=O)N(C)CC(=O)Nc2ccc3c(c2)OCO3)cc1	2	100	97	13	95	97	-32	·	98	96	96
CCOC(=O)c1ccc(S(=O)(=O)N2CCN(C(C)=O)CC2)cc1	-1	98	95	-1	95	98	-31	23	96	98	97
COc1ccc2[nH]c(=O)c(CN(CC3CCCO3)C(=O)Nc3ccc(F)cc3)cc2c1 (stereo not given)	0	101	99	1	98	99	3	·	98	97	96
CC(/C=N/NC(=O)c1cccs1)=C\c1ccccc1	0	101	99	-7	104	97	-5	-11	99	104	98
O=C(Cn1nc(-c2ccccc2)ccc1=O)NCc1ccc2c(c1)OCO2	0	101	104	-15	101	106	-21	-7	106	102	101
COC(=O)Nc1nc(-c2ccccc2)c(C(=O)c2ccc(Cl)cc2)s1	0	95	98	11	100	99	-15	·	97	100	94
OCC1CCCN(C(=S)Nc2ccc(OC(F)F)cc2)C1 (stereo not given)	-2	101	101	3	98	105	-37	10	103	99	99
Cc1nc2ccc(Cl)cc2c(-c2ccccc2)c1CC(=O)O	-5	100	98	24	100	94	-4	1	99	96	96
CC(=O)NCCNC(=O)C1CCCCN1S(=O)(=O)c1ccccc1 (stereo not given)	-2	99	93	3	94	98	-9	-3	95	98	94
CCOc1ccccc1CNC(=O)c1nn(CC)cc1[N+](=O)[O-]	-1	82	99	13	100	97	-7	8	101	100	101
NS(=O)(=O)c1ccc(NC(=O)N[C@@H](Cc2ccccc2)C(=O)O)cc1	-2	103	?	12	?	?	7	·	?	?	?
FC(F)Sc1ccc(NC(=S)NCC2CCCCC2)cc1	-3	99	100	7	97	97	-7	·	101	97	99
Cc1ccc(CN(C(=O)CNC(=O)c2cccs2)C(C(=O)NCC2CCCO2)c2ccccc2)cc1 (stereo not given)	-2	104	96	-2	95	98	-14	·	97	95	95
CCN(CC)c1ccc(-c2n[nH]c(=S)n2-c2ccccc2)cc1	-7	104	96	22	97	96	-50	·	98	94	92
COc1ccc(NC(=O)c2ccco2)cc1NC(=O)c1ccc(C)cc1	-4	99	102	4	100	102	-16	·	102	102	100
COCCNC(=O)c1cc2c3ccccc3n(C)c2s1	-2	100	102	-48	103	104	11	16	101	102	100
CCn1c(=O)cc(SCC(=O)N2CCN(c3ccccc3OC)CC2)c2ccccc21	0	103	99	4	99	98	6	8	101	98	99
CCOc1ccc(NC(=O)CSC(N)=O)cc1	-1	163*[activator]	104	10	103	102	-30	·	104	105	99
CCOC(=O)C1=C(CNCc2ccccc2Cl)NC(=O)NC1c1ccc2c(c1)OCO2 (stereo not given)	0	106	101	10	101	102	-9	·	99	100	97
Cc1ccc(C(=O)c2cncc(Br)c2)cc1	2	101	99	30	100	100	-5	28	100	101	96
CCOC(=O)c1cc(NC(=O)c2cccs2)ccc1N1CCOCC1	-2	97	102	13	107	98	-8	20	99	102	98
COC(=O)CSC(C)C(=O)Nc1nnc(C(C)C)s1 (stereo not given)	-5	99	99	5	103	98	-21	5	99	98	96
The listing continues.
SMILES	Bim-Mcl-1	RGS8-Gao	HRas wt GTP bind	Mcl1-Noxa inh	Rab7 wt modul	Cdc42 wt GTP	Mcl1 Bid PPI	Pf gamet viab	Rac1 wt GTP bind	Rab2 wt GTP	Rac1 mut GTP
Cc1ccc(CNc2ccc(N3CCOCC3)cc2)s1	-6	83	98	32	96	98	-15	·	99	97	97
Cn1c(-c2cc3ccc(OC(=O)C(C)(C)C)cc3oc2=O)nc2ccccc21	-2	101	95	-3	93	91	-8	-28	92	94	94
CCCOc1ccc(N2C(=O)CC(NCc3ccc(S(N)(=O)=O)cc3)C2=O)cc1 (stereo not given)	-1	102	100	-3	101	100	-20	·	106	99	97
CCOC(=O)c1c(C)[nH]c(C(=O)COc2ccc3c(c2)OCO3)c1C	-96	98	99	10	99	104	-27	-9	109	100	101
Cc1cc(C(=O)N2CCN(c3ccccc3)CC2)c(C)o1	0	101	100	6	100	99	-42	-20	99	100	101
O=C(N/N=C/c1ccccn1)c1ccc(Br)cc1	-2	100	100	-18	100	101	-27	9	106	98	99
CC(C)C(NC=C1C(=O)OC(C)(C)OC1=O)C(=O)O (stereo not given)	-4	95	104	10	105	105	-4	·	106	104	99
CCOc1ccc(/C=C/C2=Cc3c(sc(NC(=O)CSc4n[nH]c(N)n4)c3C#N)C(C)(C)C2)cc1	5	97	92	7	93	89	-30	7	89	90	87
COc1ccc(CN(Cc2nc3ccccc3c(=O)[nH]2)C(=O)NC2CCCCC2)cc1	0	97	101	17	101	103	2	·	101	100	99
COc1ccc(/C=C2/C(=O)N(c3nc4ccccc4s3)N=C2CSc2ccc(Cl)cc2)cc1	1	98	95	91*	97	95	51*	·	97	94	94
O=C(CN1CCN(C(=O)N2CCOCC2)CC1)Nc1ccc(Br)cc1	-2	99	99	20	98	97	-18	9	97	96	97
CC(C)[C@H](NC(=O)c1ccco1)C(=O)OCC(=O)Nc1ccccc1OC(F)F	-1	102	99	9	104	96	-17	10	99	98	96
